Compound activity from PubChem BioAssay.
CAL PDZ FP = CAL PDZ (human) peptide binding inhibition. purified CAL PDZ, TMR-peptide fluorescence polarization, 1 h. inhibition, % at 24.9 µM. hit rate 0.92% among 300,000;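 active = mean inhibition of at least 30% with at least half of replicates also reaching 30%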;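 note: 0% = DMSO neutral control and 100% = excess unlabeled competitor peptide PRC23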
Keap1-Nrf2 PPI = Keap1-Nrf2 (human) interaction inhibition. AID 504523. Keap1 Kelch-Nrf2 peptide fluorescence polarization, 1536-well. hit rate 0.15% among 340,000. inhibition, % at 9.4 µM; in the data active = inhibition above about 12%;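 note: human Keap1 Kelch domain with fluorescein labeled Nrf2 9mer peptide probe; 0% = neutral control wells and 100% = peptide positive control; higher means more block of Keap1 binding to Nrf2 peptide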
cardiac RTF act = increases calcium sensitivity of human cardiac regulated thin filaments | P19429+P45379 | IANBD-labeled TnC RTF fluorescence at EC20 calcium; 0% EC20 calcium, 100% full calcium | activation, % at 7.2 µM | hit rate 0.24% among 340,000 | AID 493008;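 active = activation above the mean over all tested compounds plus 3 SD, cut at about 30% in these data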;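 note: rise in fluorescence read as greater calcium sensitivity of cardiac thin filaments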
Cardiac RTF inh = cardiac RTF calcium desensitization. P19429+P45379. IANBD-labeled cardiac RTF, Ca2+ fluorescence. inhibition, % at 7.15 µM. hit rate 0.12% among 340,000. AID 493244;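 active = inhibition above the mean inhibition of all tested compounds plus 3 SD, cut at about 17% in these data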;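 note: assay run at fixed EC70 calcium of 1.6 mM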
MOR-DOR ag = agonists of human mu-delta opioid receptor heterodimerization | P35372+P41143 | cells, OPRM1-OPRD1 heterodimerization, luminescence | activation, % at 9.3 µM | hit rate 0.3% among 340,000 | AID 504326; in the data active = activation above about 18%;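 note: 0% = vehicle-treated cells and 100% = reference agonist; values of inactives mirror those of a sister screen read the other way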
Target sequence (P35372 whole entry, looked up): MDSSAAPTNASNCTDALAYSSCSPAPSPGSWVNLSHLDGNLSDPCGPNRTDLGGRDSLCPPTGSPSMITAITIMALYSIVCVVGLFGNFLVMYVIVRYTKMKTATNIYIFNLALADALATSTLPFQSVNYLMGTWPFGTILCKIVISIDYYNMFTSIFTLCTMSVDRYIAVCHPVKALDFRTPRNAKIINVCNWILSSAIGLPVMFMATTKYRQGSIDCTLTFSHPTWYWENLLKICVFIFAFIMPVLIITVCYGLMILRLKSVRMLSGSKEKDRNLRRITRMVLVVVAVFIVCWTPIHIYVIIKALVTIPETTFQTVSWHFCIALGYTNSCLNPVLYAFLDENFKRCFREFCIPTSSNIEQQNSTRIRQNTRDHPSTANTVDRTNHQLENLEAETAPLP
Target sequence (P41143 whole entry, looked up): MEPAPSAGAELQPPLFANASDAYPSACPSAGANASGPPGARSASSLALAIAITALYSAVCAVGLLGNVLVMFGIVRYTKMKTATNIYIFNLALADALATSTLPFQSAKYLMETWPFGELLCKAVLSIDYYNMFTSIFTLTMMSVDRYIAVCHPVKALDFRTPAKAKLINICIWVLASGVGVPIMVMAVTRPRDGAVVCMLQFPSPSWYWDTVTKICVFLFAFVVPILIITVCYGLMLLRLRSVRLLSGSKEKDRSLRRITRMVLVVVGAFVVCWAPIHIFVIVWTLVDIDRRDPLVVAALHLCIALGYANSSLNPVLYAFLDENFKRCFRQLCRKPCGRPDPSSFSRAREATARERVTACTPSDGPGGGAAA
HTR5A ag = HTR5A agonism, opioid heterodimer counter-screen | P47898 | HTR5A agonist assay, luminescence, cell-based | AID 504692 | activation, % at 9.3 µM | hit rate 0.61% among 340,000; in the data active = activation mostly above about 9.5%, no sharp cut-off; inactive = mostly below about 7.6%;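 note: 0% = cells with vehicle only and 100% = reference agonist; strong numbers were not always called active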
HTR5A inv ctr = inverse agonist of human HTR5A in OPRM1-OPRD1 counter-screen; P47898; HTR5A cell line, luminescence, inverse agonism; inhibition, % at 9.3 µM; hit rate 0.083% among 340,000; in the data active = inhibition mostly above about 23%, no sharp cut-off; inactive = mostly below about 18%;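 note: 0% = cells with DMSO and 100% = no-cell wells with DMSO; some compounds called inactive have numbers as strong as hits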
V-ATPase pH = yeast V-ATPase proton transport regulation by pHLuorin. AID 504577. response, % at 10 µM. hit rate 0.37% among 350,000. S. cerevisiae, pHLuorin cytosolic pH fluorescence; in the data active = response mostly above about 7.3%, no sharp cut-off; inactive = mostly below about 5.4%; note: actives read high; inactives centre near 0; some compounds called inactive have numbers as strong as hits; reference of the scale not given here
C-LANA FP = blocks KSHV LANA C-terminal domain binding to DNA | MBP-C-LANA/FAM-LBS DNA binding, fluorescence polarization | inhibition, % at 9 µM | hit rate 0.078% among 340,000 | AID 504423;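 active = highest replicate inhibition at or above 60% at 9 µM, even if other replicates fall short; inactive = all replicates below 60% inhibition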;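 note: 0% = neutral control wells and 100% = 4 µM acridine orange control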
MOR-DOR inv ag = mu-delta opioid heterodimer inverse agonism; inhibition, % at 9.3 µM; hit rate 0.21% among 340,000; cell-based MOR-DOR heterodimer luminescence; in the data active = inhibition above about 22%, passing the limit was not always enough;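 note: 0% = cells with DMSO and 100% = wells without cells with DMSO; values of inactives mirror those of a sister screen read the other way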
The depositor's hits bear a star; . = no result given. The order is random; 2.8% or so of the library scored in one or more.

Values run as follows: CAL PDZ FP	Keap1-Nrf2 PPI	cardiac RTF act	Cardiac RTF inh	MOR-DOR ag	HTR5A ag	HTR5A inv ctr	V-ATPase pH	C-LANA FP	MOR-DOR inv ag
- CCOCCCNC(=O)c1ccc2c(c1)OCO2
 : 5.3	1.9	12.6	-5.3	-1.8	-2.0	-14.2	5.3	1.1	10.5
- Nc1nc(Cl)cc(-c2ccccc2)n1
 : 0.7	2.2	.	.	.	.	.	-4.5	0.8	.
- O=C(C1=NNCC1c1ccccc1)C1CO1 (configuration not stated)
 : 1.5	-2.6	0.8	-11.3	-0.4	-2.0	5.3	-1.0	-0.8	3.1
- O=C(O)/C(=C\c1cccs1)c1ccc(F)cc1
 : -5.0	-1.9	-0.5	-0.8	-2.5	2.4	-20.0	0.1	0.2	12.8
- COc1cc(OC)c(-c2nc3cnccc3n2C)cc1OC
 : -1.4	-0.2	-5.0	-12.8	-2.5	-3.6	4.0	-1.4	1.1	13.5
- Cc1cc(C)cc(OC(=O)CN2C(=O)c3ccccc3C2=O)c1
 : 0.1	0.8	-8.9	-1.7	-0.9	2.1	-7.8	-2.9	0.8	4.0
- C=CCSc1nnc(CNC(=O)c2ccccc2C)n1C(C)C
 : -1.3	-3.0	8.3	-2.8	2.0	-1.2	3.4	-2.3	-0.5	-14.4
- O=C(Nc1ccc(N2CCN(C(=O)c3ccco3)CC2)cc1)c1ccco1
 : 10.0	-3.0	-1.9	-9.8	-0.6	-2.4	6.5	3.5	-0.8	3.3
- S=C(Nc1ccccc1Oc1ccccc1)NC1CCCC1
 : .	-4.4	3.4	-19.7	2.1	0.1	-11.3	1.8	-2.3	-10.5
- COc1cccc(C(=O)NC(=S)Nc2ccc(N3CCCC3)cc2)c1
 : -2.1	-2.2	2.5	-12.3	-3.0	6.7	-15.9	2.0	0.9	12.6
- CC(C)=CC(=O)N1CCCC(N2CCN(c3ccccc3C)CC2)C1 (configuration not stated)
 : -6.6	4.5	0.3	2.0	1.7	-1.5	5.6	-2.1	-4.3	-7.8
- S=C(Nc1ccccc1)NC1CCN(Cc2ccccc2)CC1
 : -0.7	-1.5	10.6	-19.2	-0.9	-0.4	1.2	0.7	-2.1	4.2
- CCOC(=O)N1CCN(c2cc(C)c([N+](=O)[O-])cc2F)CC1
 : -2.5	-0.8	0.8	-10.0	-1.4	1.4	-3.8	0.4	1.6	7.2
- Cc1ccc(C(=O)CN2C(=O)NC3(CCCCC3C)C2=O)s1 (configuration not stated)
 : -0.6	1.2	-5.0	-1.5	-3.2	-0.8	2.1	1.0	0.6	12.4
- C=CCN1C(=O)/C(=C\c2ccc(Oc3nc(N4CCOCC4)nc(N4CCOCC4)n3)c(OC)c2)SC1=S
 : 1.5	-3.8	6.4	-9.0	-1.9	-0.9	2.3	-0.5	-0.2	9.7
- O=C(COc1c(Cl)cccc1Cl)Nc1ccccc1N1CCCC1
 : -3.7	3.3	-7.3	-7.2	2.5	2.1	-5.5	3.2	-1.4	-13.4
- CC(C)OCCCNC(=O)c1c(N)n(/N=C/c2ccccn2)c2nc3ccccc3nc12
 : -0.9	-0.5	-0.1	-17.6	-0.4	-5.1	-4.0	1.1	-0.5	2.3
- O=C(COC(=O)c1ccc(S(=O)(=O)C(F)F)cc1)Nc1cccnc1Cl
 : .	2.4	-0.7	-5.9	-0.3	-1.9	4.9	0.3	0.5	1.9
- Cc1ccc(C)c(OCCn2cc(/C=C(\C#N)C(=O)NCc3ccco3)c3ccccc32)c1
 : -4.2	-4.3	5.2	-18.9	0.4	0.1	-6.3	-11.5	-0.6	-2.2
- Cc1[nH]nc2c1C(c1ccc(F)cc1)C(C#N)=C(N)O2 (configuration not stated)
 : -2.5	0.6	1.5	-2.8	-2.5	-6.0	14.3	-1.9	3.6	10.5
- COc1ccc(C(=O)N2CCOCC2)cc1S(=O)(=O)N1CCCc2ccccc21
 : -1.3	-3.3	-0.4	-4.1	-4.7	1.1	-2.9	-1.2	-0.1	21.5
- COc1ccccc1NC(=O)COC(=O)c1ccc2c(c1)OCCO2
 : -2.9	-0.3	-5.0	-0.8	1.0	4.0	-19.4	0.9	0.4	-3.9
- O=C(CN1C(=O)C2CCCCC2C1=O)Nc1cc(C(F)(F)F)ccc1N1CCCC1 (configuration not stated)
 : -1.8	-3.1	-8.3	1.9	1.4	-1.0	-3.3	-1.2	0.1	-6.8
- CC1CN(Cc2cc(=O)n3ccsc3n2)CC(C)O1 (configuration not stated)
 : -1.2	5.1	1.8	-14.6	1.2	-2.0	-11.8	-3.2	-1.0	-6.1
- COc1ccc(C2(C(=O)Nc3nncs3)CCCC2)cc1
 : 1.0	-7.2	1.1	-10.7	-0.2	6.0	6.3	-0.3	-0.6	1.2
- CC(=O)NC1(C(F)(F)F)NC(=O)N(CCc2ccccc2)C1=O (configuration not stated)
 : -2.2	-3.6	-5.2	-4.6	-4.1	-2.8	9.8	-3.7	-1.0	19.2
- Cc1ccc2[nH]c(=O)c(C(c3nnnn3CC3CCCO3)N3CCc4ccccc4C3)cc2c1 (configuration not stated)
 : -8.2	-0.4	-0.3	1.4	-3.2	-2.6	3.1	1.4	1.7	16.0
- Cc1nonc1CC(=O)N1CCCC(C(=O)c2ccc(Cl)cc2)C1 (configuration not stated)
 : 3.7	-2.1	1.2	-10.0	2.1	-4.9	-4.9	7.2	1.4	-10.7
- c1nc(N2CCN(Cc3ccc4c(c3)OCO4)CC2)c2[nH]cnc2n1
 : .	-8.9	-1.4	-2.8	-1.6	-1.5	4.5	-1.5	1.4	9.3
- O=C(c1ccc(F)cc1F)N1CCC(N2CCC(C(=O)N3CCOCC3)CC2)CC1
 : -5.2	-6.5	3.4	-8.5	-3.0	-0.8	9.9	3.9	0.6	16.0
- O=[N+]([O-])c1ccc(NC(=S)NCc2ccc(F)cc2)cc1
 : -2.4	9.4	7.5	1.5	5.1	5.1	-19.3	0.8	5.9	-25.6
- CCCn1c(C2CCCN2c2nc(-c3cccc(Br)c3)cs2)nc2cc(Cl)c(Cl)cc21 (configuration not stated)
 : -1.9	-5.4	3.3	0.9	-1.9	2.8	-4.6	-1.3	-0.4	10.7
- Cc1ccccc1NC(=S)N(Cc1ccccn1)Cc1ccccc1Cl
 : -14.9	1.5	-0.4	-3.3	-2.1	-1.7	4.8	0.2	-3.4	9.8
- Cc1ccc(CNC(=O)C2C3C=CC4(CN(Cc5cccnc5)C(=O)C24)O3)cc1 (configuration not stated)
 : -6.1	-6.5	10.7	-1.2	-2.6	1.2	12.6	5.9	-0.1	15.1
- CCN(CC(=O)NCc1cccs1)S(=O)(=O)c1c(F)cccc1F
 : -1.6	-1.8	3.0	-9.9	-3.6	-2.9	13.2	4.8	0.1	14.4
- Cc1ccc(-c2nc3cccnc3s2)cc1NC(=O)C1c2ccccc2Oc2ccccc21
 : -2.3	-0.7	-4.4	1.8	2.2	1.3	14.6	1.8	2.2	-12.4
- C=C(C)n1c(=O)n(Cc2ccccc2C)c2ccccc21
 : 3.4	-1.7	6.2	3.5	-0.5	-2.3	8.4	0.6	0.7	2.4
- O=C(CSc1nnc(Nc2ccccc2)s1)NN1C(=O)NC2(CCCCC2)C1=O
 : -0.1	-2.1	2.6	-7.4	-2.3	-0.3	4.6	-0.9	-2.2	12.9
- COc1ccc(C(=O)NC(=S)Nc2ccc(N3CCCC3)cc2)cc1
 : -1.9	1.3	-3.6	-4.1	-2.5	-0.7	1.8	2.8	-1.2	12.8
- CC1(C)C(=O)NCCN1C(=O)CC1C(=O)NCCN1Cc1cccc(C(F)(F)F)c1 (configuration not stated)
 : -3.9	-1.7	2.6	-5.4	-2.8	-1.6	6.5	-3.3	-0.8	14.9
- CC1CCCC(C)N1C(=O)c1cc(F)c(F)cc1Cl (configuration not stated)
 : -3.9	-3.0	2.8	-6.4	-1.3	-1.4	5.0	2.5	-0.4	7.0
- COc1ccccc1-c1n[nH]c(=S)n1-c1ccccc1
 : -2.9	-2.7	-11.5	9.6	-1.5	0.7	18.0	0.8	0.6	9.0
- CSCC[C@H](NC(=O)OC(C)(C)C)C(=O)N/N=C/c1c(C)[nH]c(=O)[nH]c1=O
 : -0.5	-1.9	-2.2	-7.3	-0.9	-2.0	-4.5	0.8	0.2	5.4
- Cc1cccc(/N=C/c2c(O)c3ccccc3oc2=O)n1
 : -12.0	-0.4	-5.2	-0.3	-1.2	-1.4	5.1	1.5	-0.4	6.2
- Nc1nc(-c2ccco2)cs1
 : 1.3	0.7	3.3	-5.7	-1.3	2.2	-7.9	-0.1	-0.8	7.2
- COc1ccc(C(C(=O)NC2CCCC2)N(Cc2ccccc2)C(=O)CNC(=O)c2ccco2)cc1 (configuration not stated)
 : -4.5	-1.1	-1.9	-1.1	0.7	4.6	-19.8	-3.9	3.2	-4.3
- Cc1ccc(-c2nc3ncccc3o2)cc1NC(=O)c1ccco1
 : -1.8	-2.9	4.3	-3.6	-2.4	1.5	5.3	-1.3	-1.0	11.8
- CCOC(=O)C(CC)Sc1nc2c(cnn2-c2ccccc2)c(=O)[nH]1 (configuration not stated)
 : .	1.0	-3.6	5.4	-3.3	-1.0	-0.1	-1.9	1.9	18.0
- Cc1ccc(C)c(N2CCN(CC3CCCCC3)CC2)c1
 : .	-3.9	0.4	-3.0	7.2	-3.5	-21.7	1.7	-0.8	-35.9
- COc1ccc(CC(=O)OCC(=O)NC(=O)NC2CCCC2)cc1
 : -2.8	-0.7	-1.1	-7.7	0.3	10.0	16.4	-0.7	-1.3	-1.2

Continuation.
Values run as follows: CAL PDZ FP	Keap1-Nrf2 PPI	cardiac RTF act	Cardiac RTF inh	MOR-DOR ag	HTR5A ag	HTR5A inv ctr	V-ATPase pH	C-LANA FP	MOR-DOR inv ag
- Cc1c(C(=O)Nc2ccc3c(c2)OCCO3)sc2ncnc(N3CCCCC3C)c12 (configuration not stated)
 : -0.1	-0.9	-7.2	-3.8	0.1	1.2	-4.4	-0.5	0.1	-0.7
- CCOC(=O)c1nn(-c2ccc3ccccc3c2)cc1O
 : .	-0.3	-0.6	3.0	-1.1	-1.6	4.6	-1.4	0.4	5.7
- O=C1N/C(=C/c2ccc(N3CCOCC3)o2)C(=O)N1c1cccc(Cl)c1
 : 1.1	-7.5	6.0	2.6	-3.7	-7.1	18.5	-4.3	-0.3	18.6
- CCN(C(=O)COC(=O)c1cc(=O)c2ccccc2o1)c1c(N)n(Cc2ccccc2)c(=O)[nH]c1=O
 : -2.7	0.0	2.9	-2.6	-1.5	2.9	2.8	3.7	0.2	9.6
- O=C(Cc1ccc(Cl)cc1)NCC(=O)N1CCN(c2ccccc2)CC1
 : -3.4	-3.4	8.1	-8.6	-0.7	5.5	-20.0	-0.9	0.0	3.8
- COc1cc(NC(=O)CN2CCCCC2C)c(C)cc1[N+](=O)[O-] (configuration not stated)
 : -5.3	-4.2	7.8	-1.2	3.5	-0.2	-14.1	-3.0	-1.8	-17.9
- CC[C@H](C)C(C(=O)N1CCN(C(=O)OC(C)(C)C)CC1)n1cc(C(CC(C)C)NC(=O)OC(C)(C)C)nn1 (some centres not stated)
 : -26.3	0.3	-3.7	4.2	-2.7	-0.6	-2.6	-4.6	-1.9	12.4
- COc1ccc(OC)c(NS(=O)(=O)c2cccs2)c1
 : -2.4	3.0	-5.0	4.3	-1.2	-2.3	-1.6	-1.7	2.3	6.3
